# PglD DTNB – blocks C. jejuni PglD acetyltransferase activity; inhibition, % at 12.5 µM; hit rate 0.098% among 360,000; purified PglD enzyme, DTNB colorimetric CoA detection; in the data active = inhibition above about 16%, passing the limit was not always enough; also: strong numbers were not always called active
# PGC1a acetyl inh – modulators of PGC1a acetylation. U2OS PGC1a acetylation, AlphaScreen anti-acetyl-lysine; with virally co-expressed GCN5 acetyltransferase. inhibition, % at 15.6 µM. hit rate 0.17% among 350,000. AID 651687;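 active = every replicate shows inhibition of at least 40%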;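 also: 0% = neutral control wells and 100% = positive control wells; some results beyond the cut were filed as inactive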
# FN deposit inh – fibronectin deposition inhibition. AID 743247. hit rate 0.086% among 350,000. inhibition, % at 12.6 µM. AH1F fibroblasts, Alexa488-fibronectin deposition fluorescence, overnight;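 active = mean inhibition across replicates of 30% or more, regardless of how many single replicates reach that level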;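 also: positive control wells lacked labelled fibronectin entirely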
#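 Material: AH1F fibroblast monolayer depositing Alexa488-labelled fibronectin into matrix / Amount: 10000 AH1F cells per well / Signal: fluorescence 485/525 nm / Medium: DMEM, 2% serum / Compound: single dose, pinned / Incubation: 1 h cell adhesion before compound, then overnight fibronectin incubation / Reagent: Alexa488-FN, 24 nM final / Read-out: inhibition of fibronectin deposition signal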
# An asterisk follows results filed as active; . = no result given. This is a subset, so the mix of outcomes need not match the whole.
SMILES,PglD DTNB,PGC1a acetyl inh,FN deposit inh
CCN(CC)CCOC(=O)C1(c2ccccc2)CCCC1,-2.4,-0.7,.
O=S(=O)(c1cccc2cnccc12)N1CCCNCC1,-1.7,9.7,.
CCOc1ccc(C(=O)OCCN(CC)CC)cc1,2.2,-0.3,.
CN1CCN(CCC(=O)N2c3ccccc3Sc3ccc(C(F)(F)F)cc32)CC1,0.9,18.6,-10.5

# Record cards, as listed above. Order of screens: PglD DTNB | PGC1a acetyl inh | FN deposit inh
# `CCN(CC)CCOC(=O)C1(c2ccccc2)CCCC1` in the list: -2.4 | -0.7 | .
# `CN1CCN(CCC(=O)N2c3ccccc3Sc3ccc(C(F)(F)F)cc32)CC1` in the list: 0.9 | 18.6 | -10.5

# By substructure: the compounds so far containing sulfur.
SMILES,PglD DTNB,PGC1a acetyl inh,FN deposit inh
O=S(=O)(c1cccc2cnccc12)N1CCCNCC1,-1.7,9.7,.
CN1CCN(CCC(=O)N2c3ccccc3Sc3ccc(C(F)(F)F)cc32)CC1,0.9,18.6,-10.5

# Screens (PubChem BioAssay)
